Compound activity as filed in PubChem.
Pf gametocyte: P. falciparum stage V gametocyte viability inhibition; P. falciparum stage V gametocytes, ATP luminescence, 24 h; 150,000 compounds, 0.065% hits; AID 743093; inhibition, % at 10.9 µM;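 active means inhibition above the mean plus 3 SD of compounds within the control limits, set per campaign, cut at about 38% in these data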;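 further: 0% = DMSO wells and 100% = medium only without gametocytes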
Rab2A wt mod: changes GTP binding to wildtype dog Rab2A, up or down. GTP binding activity, % at 10 µM. 190,000 compounds, 0.19% hits. GST-Rab2 wt beads, Bodipy-GTP binding, flow cytometry;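 active means GTP binding activity at least 20 points away from 100%, either lowered or raised; inconclusive means signal likely due to the compound's own green fluorescence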;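 further: 0% = beads with excess unlabeled GTP and 100% = no-compound control corrected for plate trend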
Rac1 wt GTP bind: alters GTP binding to wildtype human Rac1; P63000; GST-Rac1 beads, fluorescent GTP binding, flow cytometry; actives lie on both sides; 0 = cold GTP competed, 100 = untreated; GTP binding activity (% of control), % at 10 µM; 190,000 compounds, 0.27% hits; AID 757;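 active means GTP binding activity at least 20 points away from the 100% control level, either lower or higher; inconclusive means compound flagged as likely green fluorescent, judged across all proteins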
Rab7 wt modul: modulators of GTP binding to dog Rab7 wildtype GTPase | AID 758 | 190,000 compounds, 0.055% hits | GST-Rab7 beads, fluorescent GTP binding, flow cytometry; actives lie on both sides; untreated = 100%, excess cold GTP = 0% | GTP binding activity (percent of control), % at 10 µM;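 active means fluorescent GTP binding to Rab7 beads changed by at least 20 points from the 100% baseline, either direction, mostly lower; inconclusive means compound itself probably fluorescent, or too few beads counted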;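 further: median green fluorescence of bound Bodipy-FL-GTP per Rab7 bead population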
HRas wt GTP: changes GTP binding to wildtype human HRas; P01112; GST-Ras wt beads, Bodipy-FL-GTP binding, flow cytometry; actives lie on both sides; GTP binding activity, % at 10 µM; 190,000 compounds, 0.14% hits;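 active means GTP binding activity at least 20% away from the 100% baseline, either lowered as inhibitor or raised as activator; inconclusive means flagged as likely green fluorescent, judged across all proteins in the well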;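 further: 0% = unlabeled GTP competition control and 100% = no-compound control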
Target sequence (P01112 whole entry, looked up): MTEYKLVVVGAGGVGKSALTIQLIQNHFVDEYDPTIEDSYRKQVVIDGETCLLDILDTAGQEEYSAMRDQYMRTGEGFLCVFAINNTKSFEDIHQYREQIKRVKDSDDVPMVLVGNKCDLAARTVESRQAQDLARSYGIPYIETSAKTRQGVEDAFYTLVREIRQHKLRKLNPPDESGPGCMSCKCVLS
Mcl-1 Bim block: inhibitors of Bim-Mcl-1 interaction, human; AID 1009; Bead-based flow cytometry, Bim peptide-Mcl-1 binding; 190,000 compounds, 0.1% hits; Q07820; inhibition, % at 10 µM; in the data active means inhibition above about 40%;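 further: 0% = no compound tracer wells and 100% = peptide blocker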
Target sequence (Q07820 whole entry, looked up): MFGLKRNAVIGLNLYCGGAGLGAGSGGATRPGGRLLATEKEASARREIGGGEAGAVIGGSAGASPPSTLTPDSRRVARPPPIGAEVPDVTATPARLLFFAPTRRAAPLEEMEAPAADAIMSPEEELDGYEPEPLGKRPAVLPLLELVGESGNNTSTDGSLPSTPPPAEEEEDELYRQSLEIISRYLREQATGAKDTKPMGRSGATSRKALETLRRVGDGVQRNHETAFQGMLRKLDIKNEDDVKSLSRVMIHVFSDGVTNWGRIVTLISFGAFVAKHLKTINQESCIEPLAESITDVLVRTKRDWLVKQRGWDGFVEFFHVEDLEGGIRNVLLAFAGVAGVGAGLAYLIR
Mcl1 Bid PPI: Mcl-1/Bid interaction inhibition | inhibition, % at 21.7 µM | 220,000 compounds, 0.97% hits | Q07820 | TR-FRET Mcl-1/Bid-Dy647 peptide binding, 1536-well;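 active means compounds that cut the binding signal by more than half at the single screening dose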;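 further: His-tagged Mcl-1 with europium anti-His antibody binding Bid BH3 peptide; 0% = Mcl-1 plus peptide wells and 100% = peptide-only wells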
Cdc42 wt GTP: modulators (inhibitors or activators) of GTP binding to human Cdc42 wildtype. P60953. GST-Cdc42 beads, Bodipy-GTP binding, flow cytometry; actives lie on both sides. percent activity (GTP binding), % at 10 µM. 190,000 compounds, 0.2% hits. AID 761;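 active means percent activity GTP binding at least 20 points away from the 100% baseline, either down as inhibitor or up as activator; inconclusive means compound flagged as likely green fluorescent from well-wide comparison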;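 further: median bead fluorescence of bound Bodipy-FL-GTP at 100 nM; 0% = excess unlabeled GTP control and 100% = no compound control; below 100% means less GTP binding so inhibitor and above means activator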
Target sequence (P60953 whole entry, looked up): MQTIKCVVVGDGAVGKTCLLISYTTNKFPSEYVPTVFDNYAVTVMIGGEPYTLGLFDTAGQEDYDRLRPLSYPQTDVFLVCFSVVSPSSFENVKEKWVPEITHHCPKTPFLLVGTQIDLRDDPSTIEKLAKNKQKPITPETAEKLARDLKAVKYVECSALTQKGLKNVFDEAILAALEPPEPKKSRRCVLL
Rac1 mut GTP: alters GTP binding to activated mutant human Rac1 | P63000 | GST-Rac1 activated beads, fluorescent GTP binding, flow cytometry; actives lie on both sides; 100% means binding = to untreated wells | percent activity (GTP binding), % at 10 µM | 190,000 compounds, 0.11% hits | AID 764;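 active means GTP binding at least 20 percentage points away from the 100% baseline, in either direction, so actives lie on both sides; inconclusive means Compound likely fluorescent itself, or too few beads counted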
Avidin fluor: avidin bead compound fluorescence profile; Avidin beads, compound fluorescence 488/530 nm, flow cytometry; stronger effect = higher value; fluorescence (KMESF) at 10 µM; 220,000 compounds, 0.38% hits; in the data active means fluorescence above about 47; further: inactives centre near 10
Mcl1-Noxa inh: disrupts binding of human Mcl-1 to Noxa peptide; Q07820; TR-FRET Mcl-1/Noxa peptide binding, 2 h; inhibition, % at 21.7 µM; 220,000 compounds, 1.5% hits;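 active means compounds that cut the protein-peptide binding signal by more than 50% relative to plate controls in a single-dose test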;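 further: His-tagged Mcl-1 with rhodamine Noxa BH3 peptide and terbium anti-His antibody; 0% = Mcl-1 plus Noxa peptide wells and 100% = peptide-only wells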
* = called active by the depositor; ? = inconclusive; · = no result given.

SMILES	Mcl1 Bid PPI	Mcl-1 Bim block	Mcl1-Noxa inh	Avidin fluor	HRas wt GTP	Rac1 mut GTP	Rab7 wt modul	Cdc42 wt GTP	Rac1 wt GTP bind	Rab2A wt mod	Pf gametocyte
CCC(C)NC(=O)CSc1ccc(Cl)cc1 (centres undefined)	-4	-3	2	6	102	101	97	106	107	102	·
Cn1c(CSCc2ccc(Cl)c(Cl)c2)n[nH]c1=S	-47	-10	12	6	102	99	101	98	103	102	13
COC(=O)Nc1ccc(S(=O)(=O)N2CCCc3cccc(O)c32)cc1	-14	0	7	10	97	98	100	93	101	96	-12
CCOC(=O)Cn1c(=NC(=O)CSC(C)=O)sc2ccccc21	-1	0	11	7	101	99	104	104	106	101	·
Cc1csc(NC(=O)CSc2ccc3nnc(-c4ccncc4)n3n2)n1	0	2	8	10	?	?	?	?	?	?	3
CCOC(=O)CC(NS(=O)(=O)Cc1ccccc1)c1ccc(C)cc1 (centres undefined)	-9	0	21	14	100	101	98	104	109	97	12
Nn1c(N2CCCCC2)nc2ccccc21	-18	-4	8	18	98	97	101	99	100	98	-13
CCCc1nnc(SCC(=O)N2C(C)CCCC2C)n1CC1CCCO1 (centres undefined)	-14	3	1	13	98	95	97	100	97	97	·
CN1CCC(NC(=O)c2ccncc2)CC1	-13	0	8	9	93	95	94	98	93	95	·
COc1ccc(CCN(Cc2ccc(C(C)C)cc2)S(=O)(=O)c2ccc(S(=O)(=O)N(C)C)cc2)cc1OC	-7	-1	2	16	99	100	101	99	101	97	-44
O=C(CN(C(=O)CNS(=O)(=O)c1ccccc1)c1ccc2c(c1)OCCO2)NC1CCCCC1	-13	0	4	30	97	95	94	98	96	95	10
Cc1nn(-c2ccccc2)c(Oc2ccccc2)c1C=O	7	-2	18	13	100	100	104	104	105	100	-21
O=C(O)CC12CSc3[nH]c(=O)sc3C1c1ccccc1OC2=O (centres undefined)	66*	0	-4	5	101	97	101	102	102	99	·
O=C(Nc1cccnc1)c1ccc(-c2cc(Cl)ccc2Cl)o1	9	-3	18	28	91	91	87	99	97	89	-26
C(=C\c1ccccc1)/CN1CCN(Cc2nc(Cc3ccccc3)no2)CC1	-57	0	-2	6	98	97	96	95	98	98	·
Cc1ccc2[nH]c3c(c2c1)CN(C(=O)CN1CCN(c2ccccc2)CC1)CC3	-50	3	0	20	98	100	97	98	98	99	·
O=C1C2C3C=CC(C3)C2C(=O)N1CNc1ccccn1 (centres undefined)	-5	-1	2	6	101	99	98	103	103	102	·
O=C(Nc1ccc(F)cc1)c1cc(S(=O)(=O)Nc2ccc(F)cc2)cs1	10	0	19	26	100	99	99	98	106	98	·
CC(CCc1ccccc1)NC(=O)c1ccc(Cl)nc1 (centres undefined)	-7	-2	14	14	105	101	106	109	107	105	·
COc1ccc2c(c1)O[C@H](c1ccc3c(c1)OCO3)[C@@H](OC(=O)N[C@H](C)C1CCCCC1)C2=O	7	0	-2	11	99	98	99	98	101	98	·
CC1CCC2C(=O)N(c3ccc(NC4CCCCC4)c([N+](=O)[O-])c3)C(=O)C2C1 (centres undefined)	-6	-3	4	9	99	99	99	102	106	98	-6
Cc1ccccc1Cn1c(C(=O)OC(C)C)cc2c1ccn2C	-57	-3	9	12	103	99	101	98	102	102	·
O=C(O)CCn1c(C(=O)O)cc2sccc21	-52	1	6	4	97	98	94	94	102	96	19
Cc1cc(C)n(-c2ccc(S(N)(=O)=O)cc2[N+](=O)[O-])n1	3	0	13	8	97	97	98	99	104	99	-13
Cc1ccc(NC(=O)C2C3CC4OC(=O)C2C4C3)cc1Cl (centres undefined)	-16	-2	-14	8	99	97	96	98	97	96	-37
ON/C=N/C(=S)Nc1ncc(C(F)(F)F)cc1Cl	-33	0	5	8	95	95	92	100	94	93	16
CC1(C)CC(=O)C=C(NCC2CCCO2)C1 (centres undefined)	-41	-4	-16	2	96	96	94	96	97	99	15
COc1cccc(/C=N/n2cnc3ccccc32)c1OC	-16	-1	0	4	99	98	98	101	102	98	9
Cc1ccc(Cn2nnc3c(=O)[nH]c(C4CCN(S(=O)(=O)c5ccccc5)CC4)nc32)cc1	-7	-9	17	7	92	93	97	91	97	97	·
CCn1c(-c2ccccc2)c[nH]c1=S	-41	-6	9	11	110	102	105	108	108	107	·
COC(=O)c1c(NC(=O)c2cccnc2)sc(C)c1C	-49	2	-6	11	100	93	100	102	113	100	·
Cc1nc2c(C(=O)N3CCOCC3)cnn2c(C)c1Cc1ccc(Cl)cc1	-30	-5	0	9	101	97	100	102	104	98	10
Cc1csc2nc(=O)c3ccccc3n12	6	5	15	35	96	97	101	99	96	95	·
C=CCn1c(N2CCCC2)nc2c1c(=O)[nH]c(=O)n2C	1	0	14	13	102	102	101	104	109	103	-2
Cc1cc(C)n(-c2cccc(CN(C)Cc3nc(-c4cnccn4)no3)c2)n1	-33	3	4	11	101	97	104	98	103	100	-25
O=C(C1CCN(S(=O)(=O)c2ccc(-n3cnnn3)cc2)CC1)N1CCN(c2ccccc2)CC1	-39	0	8	15	98	94	97	96	97	97	·
COc1ccc(C(CC(=O)Nc2cc(OC)cc(OC)c2)n2cccc2)cc1 (centres undefined)	-32	-1	24	15	100	100	99	101	103	97	-16
COc1ccc(C(=O)NNC(=S)NC(=O)c2cc(-c3ccccc3)nc3ccccc23)cc1	-129	4	-43	6	?	?	?	?	?	?	·
Cc1cccc(N/C(N)=N/c2nc(C(F)(F)F)cc(=O)[nH]2)c1C	0	0	-52	14	99	99	95	100	100	98	-21
COc1ccc(N2C(=O)C3CCCN3C2c2cccs2)cc1 (centres undefined)	-15	-2	4	7	99	97	102	101	100	100	·
CCOC(=O)CN(C(=O)CSc1nnc(COc2ccc(OC)cc2)n1C)c1ccccc1	-33	-5	9	13	100	99	99	102	105	100	·
Cc1nnc2c3ccccc3c(Cl)nn12	-30	3	-15	12	95	94	102	94	92	97	4
CC1CN=C(c2cccn2Cc2ccc(F)cc2Cl)O1 (centres undefined)	3	0	7	12	95	94	100	95	96	95	·
CCN1CCCC1Cn1cnc2c([nH]c3cc(OC)ccc32)c1=O (centres undefined)	-6	2	-3	5	100	100	99	99	102	99	·
Cc1cccnc1NC(=O)c1ccc2nc(N)sc2c1	-18	3	13	9	99	99	97	96	100	98	·
Cn1nc(C(F)(F)F)c2cc(NC(=O)OCc3ccc(C(C)(C)C)cc3)sc21	-18	-3	-7	10	102	98	99	102	107	103	·
CCOC(=O)C(C)Oc1ccsc1C(=O)OC (centres undefined)	-112	0	-52	11	101	101	103	105	113	104	·
O=C(CNS(=O)(=O)c1ccc(C(=O)N2CCCCC2)cc1)N1CCCCC1	-8	-5	8	31	102	104	99	107	112	106	·
CCCCCN1C2=NCCN2c2ccccc21	0	-5	19	5	97	96	98	102	102	97	·
CCOC(=O)CSc1nnc(CNC(=O)c2ccc(OC)cc2)n1-c1ccc(OC)cc1	-12	-1	13	9	98	98	94	99	100	97	·
CCN(CC)S(=O)(=O)c1ccc2nnn(OCC(=O)Nc3cccc(C#N)c3)c2c1	-20	-1	5	10	102	101	102	105	107	100	5
C=CCn1c(-c2ccc(OC)cc2)nc2nc3ccccc3nc21	-15	4	2	5	100	101	98	102	103	98	·
O=C(Nc1nnc(-c2cccs2)s1)C1CC1	7	-3	7	13	98	97	98	102	99	97	-26
CC(C)CCN(C)C1CCN(S(=O)(=O)c2cccc(C(F)(F)F)c2)CC1	9	-4	23	2	100	96	101	100	98	101	·
O=C(c1ccccc1)N1CCN=C1c1ccccc1	-8	-2	1	3	97	98	96	103	100	97	·
CCOc1cc(NC(=S)Nc2ccccc2)c(OCC)cc1NC(=O)c1ccc(OC)cc1	-36	-6	6	3	94	93	93	91	96	93	-25
Cc1cc(Cl)ccc1OCCCC(=O)NN	-16	-3	-5	27	92	97	94	98	100	94	-15
COc1cc(/C=C2/S/C(=N/S(=O)(=O)c3ccccc3)NC2=O)c([N+](=O)[O-])cc1OC	21	0	29	13	98	94	97	95	100	93	·
CC(C)(C)NCC(O)Cn1cc(C=O)c2ccccc21 (centres undefined)	-27	1	2	9	102	100	107	102	102	102	26
Cc1ccc(OCCNC(=O)c2cc(-n3cnnc3)ccc2Cl)cc1C	-6	0	10	12	102	97	102	105	99	102	·

The list goes on.
SMILES	Mcl1 Bid PPI	Mcl-1 Bim block	Mcl1-Noxa inh	Avidin fluor	HRas wt GTP	Rac1 mut GTP	Rab7 wt modul	Cdc42 wt GTP	Rac1 wt GTP bind	Rab2A wt mod	Pf gametocyte
COc1ccc(C(O)c2coc3ccc(O)c(CN(C)C)c23)cc1 (centres undefined)	-40	-2	-32	83*	105	102	104	105	107	104	·
CCOc1ncccc1C(=O)OCC(=O)c1cccs1	-8	-1	-4	9	101	95	97	97	97	98	·
CCC(=O)Nc1ccc(C(=O)OCc2ccc(Cl)c(Cl)c2)cc1	5	-4	0	13	97	100	98	99	100	94	12
CCc1ccc(NC(=O)Cn2c(=O)oc3cc(S(=O)(=O)N4CCOCC4)ccc32)cc1	-22	0	2	3	97	98	97	101	100	97	·
CCc1nc2ccccc2n(CC)c1=O	12	0	-6	11	102	96	103	98	103	101	·
N#CC1=C(N)c2ccccc2CC12CCCCC2	-5	0	4	7	103	101	100	106	107	103	-6
CSc1ccccc1C(=O)C1CCCN(S(=O)(=O)c2c(C)noc2C)C1 (centres undefined)	5	2	5	13	98	97	101	99	100	99	-3
CC(=O)Nc1ccc(S(=O)(=O)Nc2ccc(S(=O)(=O)N3CCCCCC3)cc2)cc1	-3	-2	-3	11	101	97	102	100	100	102	·
CC(=O)Nc1sc(N/N=C\c2ccccc2)nc1-c1cccs1	-38	-37	55*	4	100	103	99	99	102	99	·
CCCn1c(O)c(/C=C2\C=NN=C2c2ccccc2)sc1=S	-23	-1	1	7	103	101	101	104	102	103	-2
COc1ccc([N+](=O)[O-])cc1/C=N/NC(=O)CNC(=O)c1cccc(F)c1	-26	-2	15	14	100	98	97	97	99	97	-11
CCOC(=O)c1ccc(NC(=O)CCC(CC)C(=O)O)cc1 (centres undefined)	-6	1	5	5	100	98	96	100	102	98	-6
COc1ccccc1-c1c(C)nn2c(N3CCCCCC3)cc(C)nc12	-17	-3	11	7	101	99	102	103	105	103	·
O=c1oc(-c2ccccc2F)nc2c1cnn2-c1ccccc1	-2	0	-26	8	97	95	97	97	99	97	·
